Rat MKP-3 inhibitors = MKP-3 phosphatase inhibitors, primary screen, biochemical, rat enzyme, in vitro (AID 425). Dual specificity protein phosphatase 6 (Rattus norvegicus). recombinant MKP-3 phosphatase activity, fluorescence; higher % means a stronger effect. inhibition, % at 20 µM, or IC50 in µM where a hit was titrated. hit rate 0.17% among 110,000; in the data active = inhibition above about 50%;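 also: plate controls were vehicle for no effect and reference inhibitor for full effect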
Hsp70 inhibitors = Hsp70 inhibitors, probe displacement, primary screen, biochemical, fluorescence polarization (AID 583); Heat shock 70 kDa protein 1A (Homo sapiens); Hsp70 fluorescence polarization probe displacement, mP; higher % means a stronger effect; hit rate 0.06% among 140,000; displacement, % at 20 µM, or IC50 in µM where a hit was titrated; in the data active = displacement above about 50%;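 also: plate controls were vehicle for no effect and reference ligand for full effect; a part of the inactive calls stands beside numbers as strong as those of hits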
The depositor's hits bear a star; x = no result given; & = joins results of further samples.

| Compound | Rat MKP-3 inhibitors | Hsp70 inhibitors |
| --- | --- | --- |
| Cc1ccc(S(=O)(=O)NNC(=O)c2c[nH]c3ccccc23)cc1 | 0% | 1.3% |
| CCn1c(=O)c2c3c(sc2n(C)c1=O)CCC3 | -10% | -5.9% |
| Cc1ccccc1OCC(=O)Nc1ccc(Cl)cc1Cl | 0% | 4.6% |
| COc1ccc2[nH]c(=O)c(CN(CC3CCCO3)C(=O)Nc3ccccc3)cc2c1 (stereo not drawn) | -2% | 0.8% |
| O=C(CSc1nc2ccccc2c(=O)n1Cc1ccco1)NCc1ccco1 | 0% | -1.1% |
| Cn1c(=O)c2c(nc(OCc3cccnc3)n2Cc2c(F)cccc2Cl)n(C)c1=O | -2% | 3.0% |
| CCOC(=O)c1ccc(NC(=O)c2ccc(C)c(S(=O)(=O)N3CCOCC3)c2)cc1 | 6% | x |
| Cc1cccc(/N=C/c2c(O)cc(C)oc2=O)n1 | x | -0.4% |
| CC1Cc2nc(SCC(=O)Nc3nccs3)n(C)c(=O)c2S1 (stereo not drawn) | 2% | 2.7% |
| OC1(c2ccc(Br)cc2)CCNCC1 | -5% | 1.7% |
| CCC1CCCCN1Cc1ccc(OC)c(C)c1 (stereo not drawn) | x | 2.4% |
| Cc1ccc(C(=O)Oc2ccccc2C(=S)N2CCOCC2)cc1 | 5% | 1.4% |
| COC(=O)C1(C)NC(c2cccs2)C2C(=O)N(c3ccccc3F)C(=O)C21 (stereo not drawn) | -6% | -0.9% |
| O=C(CN1CCN(c2ccc(Cl)cc2)CC1)c1ccc2c(c1)OCO2 | 5% | 2.9% |
| CCC(NC(=O)NCCCn1ccnc1)(C(F)(F)F)C(F)(F)F | -6% | -4.1% |
| COc1ccccc1CNC(=O)c1nn(-c2ccc(C)cc2)c(=O)c2c1c1ccccc1n2C | x | 4.5% |
| COC(=O)c1ccc(C(=S)N2CCOCC2)cc1 | -10% | 2.9% |
| C=CCn1c(SCC(=O)Nc2cc(NC(C)=O)ccc2OC)nnc1-c1cccnc1 | 5% | 0.2% |
| O=C1c2ccccc2C(=O)C12OC(c1ccccc1)C1(C(=O)c3ccccc3C1=O)C2c1ccc([N+](=O)[O-])cc1 (stereo not drawn) | x | -4.4% |
| CCOC(=O)N1CCN(C(=O)C2CCN(c3ncnc4c3sc3cccc(F)c34)CC2)CC1 | -9% | 6.7% |
| CCN(CC)S(=O)(=O)c1ccc2[nH]cc(C(=O)NCCN3CCCCC3C)c(=O)c2c1 (stereo not drawn) | 12% | 2.3% |
| CCSc1nnc(NC(=O)CSc2c(Cl)cccc2Cl)s1 | x | 3.5% |
| COc1ccc(-n2c(Cc3cccn3C)nnc2SCC(=O)Nc2ccc(F)cc2)cc1 | -9% | 7.8% |
| Cc1oc2cc(OC(C)C(=O)O)ccc2c(=O)c1Oc1ccccc1 (stereo not drawn) | 4% | 2.6% |
| Cc1ccc2nc3[nH]c(=O)[nH]c(=O)c3nc2c1 | -2% | 5.9% |
| Cc1nc2ncnn2c(N2CCN(C(=O)Cc3cccs3)CC2)c1C | 1% | -4.6% |
| COCCn1c(C)cc(C(=O)CSc2ccc(NC(C)=O)cc2)c1C | 3% | 3.2% |
| COc1ccccc1Cn1c(-c2ccccc2OC)nc2ccccc21 | x | 6.4% |
| CC(C)(C)c1nc2sc3c(c2c(=O)o1)CCCC3 | x | -4.1% |
| CCC(=O)Nc1nc2ccc(NC(C)=O)cc2s1 | -8% | 1.2% |
| O=C(COc1ccccc1)NCCc1nc2ccccc2[nH]1 | -2% | 2.1% |
| CCOc1ccccc1NC(=O)C1CCN(S(=O)(=O)c2c(C)noc2C)CC1 | 6% | x |
| CC1=C(C(=O)OC2CCCCCC2)C(c2ccc3c(c2)OCO3)C2=C(CCCC2=O)N1 (stereo not drawn) | 2% | -1.8% |
| Cc1cc(Cl)ccc1NC(=O)CN(c1cccc([N+](=O)[O-])c1)S(=O)(=O)c1ccccc1 | 1% | 8.2% |
| CCC(=O)N1c2ccccc2NC2=C(C(=O)CC(c3ccccc3)C2)C1c1cccc(Br)c1 (stereo not drawn) | 5% | -3.6% |
| COc1ccc(S(=O)(=O)N2CCN(Cc3cc(OC)c(O)c(OC)c3)CC2)cc1 | 2% | -2.9% |
| C=CCn1c(-c2ccc(OC)cc2)nc2nc3ccccc3nc21 | x | 0.7% |
| CCOC(=O)CSc1nnc(CNC(=O)c2ccc(OC)cc2)n1-c1ccc(OC)cc1 | -8% | 3.3% |
| CCN(CC)c1ccc(NC(=O)c2ccc(I)cc2)cc1 | -5% | -2.7% |
| O=C(c1ccccc1)N1CCN=C1c1ccccc1 | -5% | 2.2% |

Single records, as listed above:
Shown for O=C(c1ccccc1)N1CCN=C1c1ccccc1 = Rat MKP-3 inhibitors: -5%; Hsp70 inhibitors: 2.2%
Shown for O=C(COc1ccccc1)NCCc1nc2ccccc2[nH]1 = Rat MKP-3 inhibitors: -2%; Hsp70 inhibitors: 2.1%

Going on with the list:
| Compound | Rat MKP-3 inhibitors | Hsp70 inhibitors |
| --- | --- | --- |
| CC(C)CCN(C)C1CCN(S(=O)(=O)c2cccc(C(F)(F)F)c2)CC1 | -7% | -0.7% |
| C=CCn1c(N2CCCC2)nc2c1c(=O)[nH]c(=O)n2C | 0% | -4.4% |
| COC(=O)c1c(NC(=O)c2cccnc2)sc(C)c1C | 5% | 0.5%&2.4% |
| Cc1nc2c(C(=O)N3CCOCC3)cnn2c(C)c1Cc1ccc(Cl)cc1 | x | -1.0% |
| Cc1n[nH]c(C)c1CCCCCCOc1cccc(Cl)c1 | -2% | 4.1% |
| COc1ccc(N2C(=O)C3CCCN3C2c2cccs2)cc1 (stereo not drawn) | 1% | 7.7% |
| COc1ccc(C(CNC(=O)c2ccc(N3CCCC3=O)cc2)N(C)C)cc1 (stereo not drawn) | x | 2.1% |
| CCCOc1ccc(N2C(=O)CC(N3CCC(O)CC3)C2=O)cc1 (stereo not drawn) | -1% | -4.5% |
| C=C(C)C1CC=C(C)/C(=N/NC(=O)c2cccc(C)c2)C1 (stereo not drawn) | 1% | 3.2% |
| Cc1ccc(S(=O)(=O)CC(=O)Nc2nc(-c3ccccc3)cs2)cc1 | x | 0.5% |
| COc1ccc(-c2nc(CS(=O)CC(=O)NCc3ccc4c(c3)OCO4)c(C)o2)cc1 (stereo not drawn) | 6% | 1.3% |
| COc1ccc(-n2c(O)c(C3=c4ccccc4=NC3=O)sc2=O)cc1 | 0% | -3.0% |
| Clc1ccccc1OCCCN1CCOCC1 | -1% | -1.5% |
| CCc1ccc(NC(=O)Cn2c(=O)oc3cc(S(=O)(=O)N4CCOCC4)ccc32)cc1 | -3% | 1.8% |
| O=C(N/N=C/c1ccc(Cl)cc1)c1ccccc1F | -2% | 2.0% |
| COc1cc(/C=C2/S/C(=N/S(=O)(=O)c3ccccc3)NC2=O)c([N+](=O)[O-])cc1OC | -1% | 4.6%&4.6% |
| Cc1onc(-c2c(F)cccc2Cl)c1C(=O)N1CCc2ccccc21 | x | 1.0% |
| O=c1oc(-c2ccccc2F)nc2c1cnn2-c1ccccc1 | 0% | -3.5%&3.2% |
| COc1ccccc1-c1c(C)nn2c(N3CCCCCC3)cc(C)nc12 | -2% | 7.9% |
| CCOC(=O)c1ccc(NC(=O)CCC(CC)C(=O)O)cc1 (stereo not drawn) | -4% | 3.2% |
| CC(=O)Nc1ccc(S(=O)(=O)Nc2ccc(S(=O)(=O)N3CCCCCC3)cc2)cc1 | -7% | 1.7% |
| CC(C)(CN1CCCCC1)NS(=O)(=O)c1ccc(Cl)cc1 | -10%&3% | -1.2%&3.7% |
| COc1cc(CN2CCN(Cc3ccc(C(F)(F)F)cc3)CC2)cc(OC)c1OC | 2% | 0.7% |
| CC(=O)Nc1ccc(S(=O)(=O)Nc2ccc(Nc3ccccc3)cc2)cc1 | 4% | -0.6% |
| CCN(CC)C(=O)c1sc(NC(=O)C2c3ccccc3Oc3ccccc32)c(C(N)=O)c1C | -1% | 1.3% |
| CN1CCN(CCC(=O)N/N=C/c2cccnc2)CC1 | 5% | 2.4% |
| CCC(C)NC(=O)CSc1ccc(Cl)cc1 (stereo not drawn) | x | 7.3% |
| O=C(/C=C/c1ccccc1)NC(=S)Nc1ccc(NC(=O)c2ccccc2)cc1 | 0% | 2.4% |
| Cc1ccc2cc(C#N)c(NCCNC(=O)C3CCC3)nc2c1C | 6% | 0.2% |
| Cc1c(C#N)c2ccccc2n1CC(=O)N1CCc2ccccc2C1 | -8% | 2.2% |
| O=C(CCN1C(=O)/C(=C\c2cccs2)SC1=S)Nc1nccs1 | 4% | -22% |
| COc1ccc(/C=C(\NC(=O)c2ccccc2)C(=O)Nc2ccc(Cl)cc2)cc1OC | 5% | -0.5% |
| Cc1ccc2[nH]c(C)c(CN(C)Cc3ccccc3)c(=O)c2c1 | 1% | -0.8% |
| CCc1c(C#N)c(N)nc(SCC(=O)c2ccc(Cl)c(Cl)c2)c1C#N | 0% | -8.5% |
| N#C/C(=C\c1ccc(-c2ccc(S(N)(=O)=O)cc2)o1)C(N)=O | 7% | 0.0% |
| O=C(O)c1cc(-c2ccccc2)n(-c2ccccc2)n1 | x | -0.5% |
| CCC(=O)N1c2ccccc2NC2=C(C(=O)CC(C)(C)C2)C1c1ccccn1 (stereo not drawn) | 3% | -3.6% |
| Cc1ccccc1NC(=O)c1c(NC(=O)c2cccc(Br)c2)sc2c1CCCC2 | 8% | -1.9% |
| Cc1ccc(Cn2nnc3c(=O)[nH]c(C4CCN(S(=O)(=O)c5ccccc5)CC4)nc32)cc1 | -6% | -0.7% |
| CC1(C)CC(=O)C=C(NCC2CCCO2)C1 (stereo not drawn) | -12% | -3.3% |
| Cc1ccccc1Cn1c(C(=O)OC(C)C)cc2c1ccn2C | x | -5.4% |
| CCOC(=O)Cn1c(=NC(=O)CSC(C)=O)sc2ccccc21 | -2% | -3.2% |
| COc1ccc(CNC(=O)C(=O)Nc2cccc(Cl)c2)cc1 | 0% | -0.9% |
| O=C(CN(C(=O)CNS(=O)(=O)c1ccccc1)c1ccc2c(c1)OCCO2)NC1CCCCC1 | -13% | -2.7% |
| Nn1c(N2CCCCC2)nc2ccccc21 | x | -2.8% |
| COc1ccc(C(C)NC(=O)CN(c2ccc(OC)cc2OC)S(=O)(=O)c2ccccc2)cc1 (stereo not drawn) | 4% | 0.5% |
| CCn1c(=O)c2c(n3cnnc13)-c1ccccc1CC21CCCCC1 | 4%&2% | 2.8%&-0.2% |
| Cc1nc2c(ccc3c2ccc2nc(C)sc23)s1 | x | -0.2% |
| CCn1c(SCC(=O)c2ccc(Cl)cc2)nnc1C(C)C | 1% | 1.9% |
| CC1(C)NC(=S)N(c2ccccc2)N1 | 1% | 1.9% |

Structures shown so far containing a CF3 group:
| Compound | Rat MKP-3 inhibitors | Hsp70 inhibitors |
| --- | --- | --- |
| CCC(NC(=O)NCCCn1ccnc1)(C(F)(F)F)C(F)(F)F | -6% | -4.1% |
| CC(C)CCN(C)C1CCN(S(=O)(=O)c2cccc(C(F)(F)F)c2)CC1 | -7% | -0.7% |
| COc1cc(CN2CCN(Cc3ccc(C(F)(F)F)cc3)CC2)cc(OC)c1OC | 2% | 0.7% |

Continuation.
| Compound | Rat MKP-3 inhibitors | Hsp70 inhibitors |
| --- | --- | --- |
| CCOc1ccccc1C(=O)Nc1ccc2nc(N3CCN(c4ncccn4)CC3)cc(C)c2c1 | 6% | -17% |
| CN(C)c1ccc(/C=N/Nc2ncnc3c2cnn3Cc2ccccc2)cc1 | -1% | -3.9% |
| Cc1nc2ccc3nc(NC(=O)C4COc5ccccc5O4)sc3c2s1 (stereo not drawn) | -8% | -5.8% |
| COc1ccc(/C(N)=N/OC(=O)COc2ccc(C(C)(C)C)cc2)cc1 | 0% | 3.7% |
| O=C(CCn1c(=O)sc2ccccc21)NCc1cccs1 | x | -6.1% |
| COc1ccc(-c2ccc(C=C3C(=O)c4ccccc4C3=O)o2)c([N+](=O)[O-])c1 | 1% | -10% |
| CC(C)(C)c1ccc(-c2nc3cc(NC(=S)NC(=O)c4ccco4)ccc3o2)cc1 | -2% | -1.7% |
| CCc1c(C)nc(SC)n(CC#N)c1=O | -10% | -0.9% |
| CCCCn1c(CN2CCN(c3ccccc3)CC2)nc2c1c(=O)n(C)c(=O)n2C | -7% | 0.2% |
| CC1(C)Cc2cc3c(=O)n(-c4ccccc4)c(=S)[nH]c3nc2CO1 | 0% | 5.9% |
| COc1cc(/C=C2/SC(=S)NC2=O)cc(Cl)c1OCc1ccccc1F | 5% | -0.4% |
| Cc1ccc(N(C(=O)C2CCCO2)C2C=CS(=O)(=O)C2)cc1Cl (stereo not drawn) | 3% | -2.8% |
| CCn1c(SCC(=O)Nc2ccc3c(c2)c2ccccc2n3CC)nnc1-c1cnccn1 | -1% | 2.4% |
| CCOc1ccc(C(=O)NCc2ccco2)cc1OCC | 5% | -0.6% |
| CCOC(=O)c1c(NC(=O)Nc2cccc(Cl)c2)sc(C)c1C | x | 3.6% |
| Nc1c(C(=O)NCc2ccco2)sc2nc3c(cc12)C(=O)CCC3 | -4% | 5.2% |
| COC(=O)c1c(C)oc2cc(Br)c(OC(=O)c3ccco3)cc12 | 2% | -2.2% |
| O=C(Nc1ccc2c(c1)OCO2)c1ccc[n+]([O-])c1 | x | -0.6% |
| Cc1oc(C)c2c(=O)cc(-c3ccc4c(c3)OCO4)cc(O)c12 | 3% | -8.3% |
| COc1ccc(NCc2nnc(SCC(=O)Nc3cccc(C)c3)o2)cc1 | -2% | -5.3% |
| Cc1ccc(NC(=O)Cn2c(CCC(=O)O)ccc2-c2cccs2)cc1 | x | 3.3% |
| CCOC(=O)NC1(C(F)(F)F)N=C(c2ccccc2)NC1=O (stereo not drawn) | -8% | 2.0% |
| CC1CN(C(=O)Cc2ccc(-c3ccccc3)cc2)CC(C)O1 (stereo not drawn) | -4% | 1.7% |
| COc1ccc(CCNC(=O)CN2CCCc3ccccc32)cc1OC | -12% | 1.5% |

High-throughput results deposited in PubChem by Sanford-Burnham Center for Chemical Genomics.

This is a subset. The share of hits here may be higher or lower than overall.
